HCV inh: qHTS Assay for Inhibitors of Hepatitis C Virus (HCV). Huh7.5.1 HCVcc-Cre infection, luciferase reporter, 44 h. 340,000 compounds, 3.4% hits. AID 651820, 2012. Potency, µM (titrated, usually from 41.8 µM), for the others: at the highest dose activity change, negative = inhibition, actives largely listed as inhibitors
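Seed cells (1,000/well) for 4 h; treat with compound and infect with HCVcc-Cre, moi about 0.5. Incubate 44 h, then detect luciferase activity.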
TbPYK inhibitor: qHTS of Trypanosoma Brucei Inhibitors. pyruvate kinase (Trypanosoma brucei), Q57TT1. TbPYK enzyme, Kinase-Glo Plus ATP luminescence, 45 min. Potency, µM (titrated, usually from 76.8 µM), without a hit: at the highest dose activity, negative = inhibition, most hits filed as inhibitors. 410,000 compounds, 0.12% hits; also: nearly all actives have a fitted effect of over 50% in size
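Luminescence from Kinase-Glo Plus, added after a 45-minute room-temperature reaction, served as the end-point read-out. The enzyme and substrate were preincubated with compound before ADP (130 uM final) initiated turnover. Concentration-effect curves came from normalized qHTS data.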
Active calls of the source: *; ? = inconclusive; [ ] = another dose, or the depositor's remark. Calls follow the shape of the dose curve; as a rule, active = well fitted curve in the direction sought with a large enough effect; inconclusive = small, poorly fitted or top-dose-only effect, or another doubt; inactive = no such curve, though single readings can be large; an effect the other way counts as inactive or inconclusive. % is scaled to controls: 0 for no effect and ±100 for the full control effect; potency is read from the fitted curve at half-maximal effect. A portion of the library; count on the stated rates, not on these rows.

#	molecule	HCV inh	TbPYK inhibitor
1	Cc1c[n+]([O-])cc(C)c1[N+](=O)[O-]	8.4%	8.4%
2	N#Cc1ccc(OCC(=O)OCC(=O)c2ccccc2)cc1	32.9%[activator]	9.3%
3	C=CC[C@@H](Cc1ccc(F)cc1)C(=O)OC[C@@H]1CCCN1C(=O)[C@H](CC=C)CC(=O)NCCO	7.1%	2.3%
4	O=C(CSc1ccccc1F)NC(=O)c1ccc(Cl)cc1	3.7%	13.6%
5	C[C@H](CO)N1C[C@H](C)[C@@H](CN(C)S(=O)(=O)c2ccccc2)Oc2c(NC(=O)Cc3ccccc3)cccc2C1=O	-8.6%	-1.9%
6	O=C(Cc1cccc([N+](=O)[O-])c1)Nc1cccc(C(=O)N2CCCCC2)c1	?	-8.7%
7	COc1ccccc1NC(=O)c1ccc([N+](=O)[O-])o1	-23.8%	3.3%
8	COC(=O)C[C@H]1c2ccc(C(F)(F)F)cc2S(=O)(=O)N1Cc1ccccc1	3.8%	-2.5%
9	CN(C)c1ccc(C=C2C(=O)NC(=O)NC2=O)cc1	4.4%	-25.5%
10	O=[N+]([O-])c1ccc(NS(=O)(=O)N2CCOCC2)cc1	2.7%	-2.6%
11	Cc1ccc(C(=O)O)c(NC=O)c1OCc1ccccc1	14.3%	4.9%
12	CCOC(=O)C1=CN(Cc2ccco2)S(=O)(=O)NC1c1ccc(F)c(Cl)c1 (stereo unspecified)	-11.1%	-22.1%
13	N#CCC(=O)Nc1ccc(C(=O)OCC(=O)N2CCN(C(=O)c3ccco3)CC2)cc1	40.4%[activator]	-6.2%
14	COc1ccc(-c2noc(CCC(=O)N3CCN(c4cccc(OC)c4)CC3)n2)cc1	?	-1.4%
15	CC(C)(C)OC(=O)C(C1NC(C(=O)O)C(C)(C)S1)N1C(=O)c2ccccc2C1=O (stereo unspecified)	15.1%	-0.7%
16	CN(Cc1cnc2nc(N)nc(N)c2n1)c1ccc(C(=O)NC(CCC(=O)O)C(=O)O)cc1C(F)(F)F (stereo unspecified)	?	-1.2%
17	CC(C)(C)c1nnc2sc(SCC(O)=C(C#N)c3nc4ccccc4[nH]3)nn2c1=O	-8.9%	-2.7%
18	O=c1ccn(C2CCCO2)c(=O)[nH]1 (stereo unspecified)	14.2%	-0.5%
19	Cc1ccc(CNC(=O)COC(=O)c2ccc(S(=O)(=O)N3CCOCC3)cc2)cc1	3.2%	-0.4%
20	O=C1NC[C@@H](c2ccccc2)OC(=O)[C@H](Cc2ccc(F)cc2)C/C=C\C[C@H]1CC(=O)N(CCO)Cc1ccccc1	?	0.1%

Next part:
#	molecule	HCV inh	TbPYK inhibitor
21	COc1ccccc1N1CCN(Cc2ccc3c(c2)OCO3)CC1	20.1%	-0.9%
22	COc1ccc(-c2noc(CCC(=O)N3CCN(c4ccccc4)CC3)n2)cc1	0.3%	-0.3%
23	COc1ccc(CCNS(=O)(=O)c2ccc3[nH]c(=O)[nH]c3c2)cc1	13.5%	1.8%
24	COc1ccc(C(=O)NCC(=O)OCCOc2ccc(Cl)cc2)cc1OC	?	0.4%
25	CN(C(=O)c1cccc(NC(=O)Cc2ccc(NC(=O)C3CCN(C(=O)C4CC4)CC3)cc2)c1)C1CC1	30.1%[activator][8.37 µM]	-3.3%
26	CN(C(=O)c1cccc(NC(=O)Cc2ccc(NC(=O)C3CCCN(S(=O)(=O)c4cccc([N+](=O)[O-])c4)C3)cc2)c1)C1CCCC1 (stereo unspecified)	?	-9.8%
27	Cc1ccc(S(=O)(=O)NCCCNS(=O)(=O)c2ccccc2Br)cc1	?	-1.9%
28	CC(=O)N1CCN(C(C)=O)c2ccccc21	24.7%	-6.5%
29	O=C(O)c1ccc(NS(=O)(=O)Cc2ccc(Cl)c(Cl)c2)cc1	14.0%	-3.6%
30	CC(C)(C)OC(=O)N1CCCC(C(=O)Nc2cccc(C(=O)NC3CC3)c2)C1 (stereo unspecified)	-14.6%	1.3%
31	Cc1noc(C)c1NC(=O)N(C)C[C@H]1Oc2c(cccc2N(C)C)C(=O)N([C@H](C)CO)C[C@@H]1C	43.3%[activator][8.37 µM]	4.7%
32	Cn1c(SCC(=O)N2CCCC2=O)nc2ccccc2c1=O	6.7%	-1.2%
33	CC(O)C(NS(=O)(=O)c1ccc2ccccc2c1)C(=O)OCC(=O)Nc1ccccc1OC(F)F (stereo unspecified)	0.8%	-4.9%
34	O=C(O)Cc1c[nH]c2ccccc12	27.2%	-1.9%
35	CCC1=CCN(CCc2c(C)[nH]c3ccccc23)CC1	-17.1%	2.0%
36	CC(C)N(C(=O)[C@H]1C[C@H](CC(=O)NC(C)(C)C)C(=O)N2CCc3c([nH]c4cc(CCC(=O)N(C)C)ccc34)[C@]12C)C(C)C	0.501µM*	-0.8%
37	CC1OC(OC2C(CO)OC(OCC3OC(OC(=O)[C@@]45CCC(C)(C)C[C@@H]4C4=CC[C@@H]6[C@@]7(C)CCC(OC8OCC(O)C(O)C8OC8OC(C)C(O)C(O)C8O)[C@@](C)(CO)C7CC[C@@]6(C)[C@]4(C)CC5)C(O)C(O)C3O)C(O)C2O)C(O)C(O)C1O (stereo partly specified)	-3.6%	-8.5%
38	c1ccc2c(c1)CC(N1CCCCC1)c1ccccc1S2 (stereo unspecified)	-9.2%	2.9%
39	O=C(O)CCCCCCCCCCC1CCC(O)C1O (stereo unspecified)	14.1%	1.6%
40	COc1ccc(-c2nc3cc(C)ccn3c2NCC2CCCO2)cc1OC (stereo unspecified)	13.4%	-4.6%

(listing goes on)
#	molecule	HCV inh	TbPYK inhibitor
41	COc1ccc(-c2cc(CN3C(=O)c4ccccc4C3=O)on2)cc1	20.2%	-3.1%
42	Cc1ccc(SCC(=O)OCC(=O)NCCc2ccc(S(N)(=O)=O)cc2)c(C)c1	10.4%	-3.8%
43	OCCCn1c(C2CCCN2c2nc(-c3ccc(Cl)cc3)cs2)nc2cc(C(F)(F)F)ccc21 (stereo unspecified)	?	-22.4%
44	CC(C)CC(=O)N1CCN(c2ccc([N+](=O)[O-])c(NCc3ccccc3)c2)CC1	?	-13.3%
45	Cc1ccc(C2(c3ccc(C)cc3)NC(=O)N(CC(=O)NCCCN3CCCC3=O)C2=O)cc1	0.2%	0.0%
46	COc1ccccc1N1CCN(C(=O)C2CC2)CC1	16.1%	-2.2%
47	CCNC(=O)N(CC)C[C@H]1N[C@@](C)(C(=O)OC)[C@H]2C(=O)N(Cc3ccccc3)C(=O)[C@@H]12	2.5%	4.0%
48	CC1(C2CCC3C4CCC5CC6(CCC5(C)C4C(=O)CC32C)OCCO6)OCCO1 (stereo unspecified)	-0.6%	6.7%
49	CN(C)c1nc2c(cnn2C)c(=O)[nH]1	19.2%	4.7%
50	CON=C1C=C(C)C(=O)C(C)=C1C	25.0%	1.5%
51	O=C(NN=Cc1ccc(N(CCCl)CCCl)cc1)C(=O)c1c[nH]c2ccccc12	?	-4.6%
52	CC(C)[C@H](NC(=O)c1ccc(Cl)cc1)C(=O)OCC(=O)N1CCN(c2ccccc2)CC1	?	-2.5%
53	CCC1(c2ccc(Cl)cc2)NC(=O)N(CC(=O)NC2(C#N)CCCCC2)C1=O (stereo unspecified)	-0.9%	3.0%
54	COc1ccc(NC(=O)CSC2=C(C#N)C(c3ccco3)C(C(=O)Nc3nc4ccccc4s3)=C(C)N2)cc1 (stereo unspecified)	?	5.4%
55	O=C(NN=Cc1ccc(OC(F)F)cc1)c1ccc(NS(=O)(=O)c2cccs2)cc1	?	-6.6%
56	CN(CC(=O)Nc1ccc(C(N)=O)cc1)S(=O)(=O)c1ccc2c(c1)OCCO2	-10.4%	3.4%
57	CSc1ccc(CN2CCN(C(=O)Cc3ccccc3)CC2)cc1	-3.3%	-12.9%
58	O=C(O)C(CCc1ccccc1)(Cc1ccccc1)C(=O)O	13.0%	-1.8%
59	COc1ccccc1CN1[C@@H](CC(=O)O)c2ccccc2S1(=O)=O	2.3%	1.6%
60	CC(C)(C)C(=O)NCCc1nc(-c2ccccc2)no1	7.8%	0.1%

Next part.
#	molecule	HCV inh	TbPYK inhibitor
61	CCOc1ccccc1C=NNC(=O)C(=O)NN=Cc1ccccc1OCC	-17.6%	-5.1%
62	O=C1CN(C(=O)COC(=O)c2c(F)cccc2Cl)c2ccccc2N1	-9.7%	-4.0%
63	C[C@@]12C(=O)Nc3ccccc3C(=O)N1[C@H]1c3cc(Cl)ccc3OC[C@@H]1[C@@H]2c1ccccc1	?	3.9%
64	C=C(CCO)C1=CCN(S(=O)(=O)C(C)(C)C)[C@@H]1CCO	11.4%	0.4%
65	Cn1cc(S(=O)(=O)N2CCNCC2)cc1C(N)=O	18.5%	1.0%
66	Cn1cccc1C(=O)OCC(=O)Nc1ccc2c(c1)OCCO2	-7.4%	0.4%
67	CN(C)C(=O)CCc1ccc2c3c([nH]c2c1)[C@]1(C)[C@@H](C(=O)N2CCCCC2)C[C@H](CC(=O)NCC24CC5CC(CC(C5)C2)C4)C(=O)N1CC3	-22.2%	-2.3%
68	CC(NC(=O)c1ccco1)C(=O)OCc1cccc(C(F)(F)F)c1 (stereo unspecified)	11.7%	0.3%
69	CC1(C(=O)O)CCCC2(C)c3cc(O)ccc3CCC12 (stereo unspecified)	3.4%	-1.0%
70	CCCCc1c(O)c2cccc3c2n(c1=O)CCC3	14.4%	1.3%
71	Cc1cc(NC(=O)CCC(=O)N(CC2CCCO2)C(C(=O)NC2CCCC2)c2ccccc2C)no1 (stereo unspecified)	4.4%	0.8%
72	CN(C)CCCNC(=O)C[C@H]1C[C@H](C(=O)N2CCCCC2)[C@@]2(C)c3[nH]c4cc(-c5ccco5)ccc4c3CCN2C1=O	?	2.6%
73	O=C(COc1ccc(Oc2ccccc2)cc1)NC1CCS(=O)(=O)C1 (stereo unspecified)	-27.5%	-4.3%
74	COC(=O)c1ccc(C(=O)OC)c(NC(=O)C2CC(=O)N(C3CCCC3)C2)c1 (stereo unspecified)	?	-4.1%
75	CCOC(=O)C1CCN(C(=O)COC(=O)c2ccccc2OCC)CC1	1.0%	-3.2%
76	COc1ccc(CC(=O)Nc2nccs2)cc1S(=O)(=O)N1CCOCC1	2.2%	-4.3%
77	O=C(O)c1ccc([N+](=O)[O-])cc1Sc1ccsc1	2.6%	-3.3%
78	CN(C(=O)c1cccc(NC(=O)Cc2ccc(NC(=O)C3CCN(C(=O)C4CC4)CC3)cc2)c1)C1CCCC1	6.4%	-3.5%
79	O=C1[C@H](Cc2ccccc2)NCC=CC[C@@H](c2ccc(Cl)cc2)N1Cc1ccc(Cl)cc1	10.9%[8.37 µM]	-6.9%
80	O=C(CN1c2cccc3cccc(c23)S1(=O)=O)NCCc1ccccc1	16.4%	0.7%

Later entries:
#	molecule	HCV inh	TbPYK inhibitor
81	O=C(/C(=N/O)c1ccccc1)c1ccccc1	-3.1%	-6.8%
82	Cc1cc(C)nc(N2CCC(C(=O)NC3CCCCCC3)CC2)n1	-8.4%	-3.7%
83	Cc1cc(NC2=CC(=O)C(=O)c3ccccc32)no1	?	-10.5%
84	Cc1nc(-c2ccccc2)nn1-c1ccc([N+](=O)[O-])cc1	-2.4%	2.2%
85	CC(C)CN1CC(COCc2ccccc2)Oc2ccccc2S1(=O)=O (stereo unspecified)	-21.7%	3.9%
86	CCOC(=O)c1ccc(NC(=O)CNNC(=O)COc2ccccc2C)cc1	-2.9%	-2.8%
87	O=C(Cc1ccc([N+](=O)[O-])cc1)Oc1ccccc1	5.2%	-1.0%
88	O=C(Nc1cc(S(=O)(=O)N2CCCC2)ccc1Cl)c1cc(F)c(F)c(F)c1F	?	1.7%
89	CCOC(=O)C1=C(C)N(CCCC(=O)O)C(=O)NC1c1ccccc1OS(=O)(=O)c1ccccc1[N+](=O)[O-] (stereo unspecified)	48.4%[activator]	-2.3%
90	CCN(CC)S(=O)(=O)c1ccc(O)c(C(=O)OCC(=O)NC23CC4CC(CC(C4)C2)C3)c1	-2.1%	2.6%

A different layout for some results above:
Value order – HCV inh	TbPYK inhibitor
79: O=C1[C@H](Cc2ccccc2)NCC=CC[C@@H](c2ccc(Cl)cc2)N1Cc1ccc(Cl)cc1
 : 10.9%[8.37 µM]	-6.9%
80: O=C(CN1c2cccc3cccc(c23)S1(=O)=O)NCCc1ccccc1
 : 16.4%	0.7%
81: O=C(/C(=N/O)c1ccccc1)c1ccccc1
 : -3.1%	-6.8%
82: Cc1cc(C)nc(N2CCC(C(=O)NC3CCCCCC3)CC2)n1
 : -8.4%	-3.7%
83: Cc1cc(NC2=CC(=O)C(=O)c3ccccc32)no1
 : ?	-10.5%
84: Cc1nc(-c2ccccc2)nn1-c1ccc([N+](=O)[O-])cc1
 : -2.4%	2.2%
85: CC(C)CN1CC(COCc2ccccc2)Oc2ccccc2S1(=O)=O (stereo unspecified)
 : -21.7%	3.9%
86: CCOC(=O)c1ccc(NC(=O)CNNC(=O)COc2ccccc2C)cc1
 : -2.9%	-2.8%
87: O=C(Cc1ccc([N+](=O)[O-])cc1)Oc1ccccc1
 : 5.2%	-1.0%
88: O=C(Nc1cc(S(=O)(=O)N2CCCC2)ccc1Cl)c1cc(F)c(F)c(F)c1F
 : ?	1.7%
89: CCOC(=O)C1=C(C)N(CCCC(=O)O)C(=O)NC1c1ccccc1OS(=O)(=O)c1ccccc1[N+](=O)[O-] (stereo unspecified)
 : 48.4%[activator]	-2.3%
